Screening data from PubChem.
STK33 inh: inhibitors of purified STK33 kinase, primary screen, biochemical, ADP-Glo luminescence, homogeneous, cell-free; Serine/threonine-protein kinase 33 (Homo sapiens), Q9BYT3; MBP phosphorylation; inhibition, % at 10 µM; actives 0.073% (n = 320,000); AID 2661, 2010;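 active = inhibition at or above 25%, using the most active replicate where run in duplicate; inactive = inhibition below 25%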
Target sequence (Q9BYT3 whole entry, looked up): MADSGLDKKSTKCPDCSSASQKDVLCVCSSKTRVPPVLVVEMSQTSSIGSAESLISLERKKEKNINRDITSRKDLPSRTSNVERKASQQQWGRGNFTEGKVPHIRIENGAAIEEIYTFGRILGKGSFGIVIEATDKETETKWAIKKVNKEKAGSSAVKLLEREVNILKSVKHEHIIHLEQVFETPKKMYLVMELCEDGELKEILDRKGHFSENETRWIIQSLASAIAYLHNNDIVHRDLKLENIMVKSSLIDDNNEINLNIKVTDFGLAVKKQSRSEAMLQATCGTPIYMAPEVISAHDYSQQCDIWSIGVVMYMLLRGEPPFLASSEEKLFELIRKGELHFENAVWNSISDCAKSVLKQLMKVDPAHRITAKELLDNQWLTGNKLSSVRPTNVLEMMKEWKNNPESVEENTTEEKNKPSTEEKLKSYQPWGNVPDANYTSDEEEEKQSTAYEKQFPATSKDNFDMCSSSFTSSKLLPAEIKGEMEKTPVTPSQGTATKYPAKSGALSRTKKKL
Kir21 inh: inhibitors of mouse Kir2.1 inward-rectifier potassium channel. AID 1672, 2009. actives 0.85% (n = 310,000). HEK293-Kir2.1, FluxOR thallium flux fluorescence; stronger effect = lower value. Inward rectifier potassium channel 2 (Mus musculus), P35561. B-score at 10 µM;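 active = fluorescence ratio B-score at or below minus 3 SD of library scores, with starting-brightness B-score within 2 SD, cut at about -4.2 in these data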;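 also: channel flux triggered by added potassium and thallium sulfate stimulus; B-score of peak minus minimum fluorescence over baseline after thallium stimulus; more negative B-score means stronger Kir2.1 block with less thallium influx; some compounds called inactive have numbers as strong as hits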
Target sequence (P35561 whole entry, looked up): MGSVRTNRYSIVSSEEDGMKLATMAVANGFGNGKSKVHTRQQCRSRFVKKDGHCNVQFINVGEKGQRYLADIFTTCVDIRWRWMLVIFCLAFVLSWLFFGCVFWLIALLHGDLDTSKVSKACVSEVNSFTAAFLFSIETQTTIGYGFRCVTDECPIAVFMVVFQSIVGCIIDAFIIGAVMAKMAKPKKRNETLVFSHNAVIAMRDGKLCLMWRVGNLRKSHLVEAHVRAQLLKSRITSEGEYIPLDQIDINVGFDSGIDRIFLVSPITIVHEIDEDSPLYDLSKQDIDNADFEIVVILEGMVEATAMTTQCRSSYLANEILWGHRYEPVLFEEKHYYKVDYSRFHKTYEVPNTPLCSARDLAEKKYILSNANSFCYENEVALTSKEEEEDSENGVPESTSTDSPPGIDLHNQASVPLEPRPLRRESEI
* = called active by the depositor; · = not tested or not shown.

SMILES	STK33 inh	Kir21 inh
Cc1ccccc1OCC(=O)N(Cc1cccs1)C1CCS(=O)(=O)C1 (stereo not given)	-1.2	0.63
Cc1cc(Cl)c(S(=O)(=O)N2CCN(c3ccccn3)CC2)cc1OCC(N)=O	·	0.63
Cc1ccc(S(=O)(=O)c2nc(-c3ccccc3Cl)oc2N2CCN(C)CC2)cc1	-1.2	·
CC1CCN(c2oc(-c3ccccc3F)nc2C#N)CC1	0.4	0.12
CC(=O)Nc1ccc(NC(=O)CSc2nc3ccccc3o2)cc1	-1.3	-1.05
CN1CCN(NC(=O)Nc2cc(Cl)cc(Cl)c2)CC1	0.1	1.92
O=C(Cn1cc(Cl)ccc1=O)c1ccc(Cl)cc1	-2.0	0.15
Cc1ccc([N+](=O)[O-])cc1NC(=O)Nc1onc(C)c1C	-4.7	0.08
COc1ccc(-c2cc(C(F)F)n3ncc(C(=O)n4ccnc4C)c3n2)cc1	-1.0	-1.11
CCOC(=O)CC(NS(=O)(=O)Cc1ccccc1)c1ccc(C)cc1 (stereo not given)	0.3	-0.55
COC(=O)c1cnn2c(C(F)(F)F)cc(-c3ccccc3)nc12	-0.7	-0.07
O=c1c2ccccc2ncn1Cc1cccc2ccccc12	0.8	0.84
CCCc1cc(NCC2CCCO2)n2c(nc3ccccc32)c1C#N (stereo not given)	0.9	2.97
Cn1nccc1NC(=O)CC1(CC(=O)O)CCCCC1	-1.4	0.05
Cc1ccc2nc(N3C(=O)C(O)=C(C(=O)c4ccco4)C3c3cccs3)sc2c1 (stereo not given)	3.2	0.11
c1ccc(N2CC3CCc4ccccc4C3=N2)cc1 (stereo not given)	-1.2	-0.25
CC(=O)c1ccc(S(=O)(=O)N2CCN(C(=O)c3ccc(-n4cncn4)c([N+](=O)[O-])c3)CC2)cc1	1.1	·
Cc1cc(C)n(NC(=S)NC2CCCCC2)c(=O)c1C#N	-2.1	0.01
Cc1cc(C(=O)N/N=C/c2ccc(-c3ccc([N+](=O)[O-])cc3Cl)o2)n[nH]1	0.3	0.11
COc1ccc(NC(=O)[C@@H](NC(=O)c2ccccc2F)C(C)C)cc1S(=O)(=O)N1CCOCC1	-0.1	1.2
COC(=O)CNC(=O)c1ccccc1C	0.2	-0.49
COc1ccc(CC(=O)N2N=C(C)CC2(O)C(F)(F)F)cc1 (stereo not given)	-0.7	0.81
CCCC(C(=O)n1nc(C)cc1C)C(NS(=O)(=O)c1ccc(C)cc1)c1ccccc1 (stereo not given)	-3.9	-0.06
CCOC(=O)C1=C(C)N(c2ccccc2)C(=O)C1	-0.4	-0.62
Cc1cccc(N(CC(=O)NCCSCc2ccco2)S(=O)(=O)c2ccccc2)c1	0.2	-0.36
O=C(NCCN1CCOCC1)c1cc(Cl)ccc1[N+](=O)[O-]	-1.4	0.18
COC(=O)/C(=C/c1c[nH]c2ccccc12)[N+](=O)[O-]	-1.7	-1.18
CSc1nc(SCC(=O)O)c2c3c(sc2n1)COC(C)(C)C3	0.9	0.01
CCOC(=O)c1nc(NCc2cccc(OC)c2)c2ccccc2n1	0.2	0.05
Cn1nnc(NC(=O)c2cccc(F)c2)n1	0.1	-1.27

Fetched by structure from the entries so far, 5 records:
SMILES	STK33 inh	Kir21 inh
Cn1nnc(NC(=O)c2cccc(F)c2)n1	0.1	-1.27
O=C(NCCN1CCOCC1)c1cc(Cl)ccc1[N+](=O)[O-]	-1.4	0.18
CSc1nc(SCC(=O)O)c2c3c(sc2n1)COC(C)(C)C3	0.9	0.01
CCCC(C(=O)n1nc(C)cc1C)C(NS(=O)(=O)c1ccc(C)cc1)c1ccccc1 (stereo not given)	-3.9	-0.06
Cc1cccc(N(CC(=O)NCCSCc2ccco2)S(=O)(=O)c2ccccc2)c1	0.2	-0.36

Other compounds.
SMILES	STK33 inh	Kir21 inh
O=S(=O)(/N=C(/Nc1cc(N2CCOCC2)ncn1)c1ccc(F)cc1)c1ccccc1	0.4	-0.03
O=C(Nc1cccc(F)c1)c1ccc(CSc2ccccc2)o1	-0.9	-0.86
COCCOC1CCN(C(=O)c2cc(COc3ccc(F)cc3F)on2)CC1	-0.7	1.4
CN(C(=O)CSc1nnc(C2CC2)n1C1CC1)C1(C#N)CCCCC1	-0.2	·
CCOC(=O)c1cnc2c(N=Nc3ccccc3)c(N)nn2c1N	-4.4	0.43
Cc1ccc2c(c1)NCC(C(=O)NCc1ccccc1)O2 (stereo not given)	-0.4	0.36
Cc1ccc(NC(=O)COC(=O)C2CC3CCCC(C2)C3=O)c([N+](=O)[O-])c1 (stereo not given)	-1.7	·
CCCNC(=O)c1cccc(COCC(F)(F)F)c1	-0.7	0.72
COc1ccccc1CN(C)c1nnnn1-c1ccccc1	-1.1	-1.81
FC(F)(F)c1cnc(N/N=C/c2ccncc2)c(Cl)c1	3.1	0.86
CC(OC(=O)Cn1cnc2ccccc2c1=O)C(=O)N(C)c1ccccc1 (stereo not given)	-0.7	-0.36
O=C(N/N=C/C=C/c1ccco1)c1ccccc1Cl	·	0.14
CCCn1c(O)c(N=NC(=O)c2ccco2)c2ccccc21	-0.3	0.2
CCCCC1CCC(c2nc(-c3cccnc3)no2)CC1 (stereo not given)	1.0	0.36
Cc1ccc(O)c(NC(=O)c2cccc(S(=O)(=O)N3CCCCC3)c2)c1	-1.9	-3.64
COc1ccc(/C=N/N2CCN(C)CC2)cc1O	0.1	-0.73
COc1ccc(N(CC(=O)Nc2cccnc2)S(C)(=O)=O)cc1	-0.6	0.26
Cc1cccc(N2CCC(NCc3c(C(=O)N4CCCCC4)nc4c(C)cccn34)CC2)c1	-1.6	0.96
CCC(=O)NC(=S)NNC(=O)c1ccc(O)cc1	-0.4	-0.84
COc1ccc(NC(=O)COC(=O)COc2cccc3c2OC(C)(C)C3)cc1	0.0	0.59
Cc1ccc2c(c1)COc1c3ccc(C(=O)NCCO)cc3nn1-2	1.6	-0.51
O=C(c1cc(-c2cccs2)nc2ccccc12)N1CCN(S(=O)(=O)c2cccc(F)c2)CC1	0.2	-0.98
COc1ccc(C(=O)N/C(=C\c2ccc(OC)c(OC)c2)C(=O)N2CCCCC2)cc1	0.2	-0.33
Clc1cccc(N/N=C(\Cc2nc3ccccc3[nH]2)c2ccccc2)c1	·	0.67
Cc1cc(C)cc(OCC(=O)Nc2nc3ccc([N+](=O)[O-])cc3s2)c1	-1.2	1.41
O=C(NCc1ccccc1)c1ccc2c(=O)n(CC3CCCO3)c(=S)[nH]c2c1 (stereo not given)	-4.6	-1.03
CCSc1nnc2ccc(-c3ccc(OC)c(OC)c3)nn12	0.1	1.54
Cc1ccc2c(=O)n3c(nc2c1)C(CC(C)C)NC(=O)c1ccc(Cl)cc1-3 (stereo not given)	-3.0	·
O=C(CCNS(=O)(=O)c1ccc(Br)s1)NCc1ccc2c(c1)OCO2	-0.2	-0.18
CC(C)C(NC(=O)Cc1ccccc1)C(=O)N1CCN(c2cccc(Cl)c2)CC1 (stereo not given)	-0.8	·
O=C(O)CCC(=O)N1CCN(c2nc3ccccc3s2)CC1	0.3	0.22
CCCC(=O)N1CCCC(c2nc(-c3cccc(OC)c3)no2)C1 (stereo not given)	-0.3	0
CCNC(=O)c1ccc(NC(=O)CC2SC(N3CCCC3)=NC2=O)cc1 (stereo not given)	-1.2	0.88
Cc1cccc([N+](=O)[O-])c1C(=O)O	-0.6	·
O=C(Cn1c(=O)n(CCCC(=O)NC2CCCC2)c(=O)c2ccccc21)NCCC1=CCCCC1	-1.4	-0.74
CCOC(=O)c1c(S(=O)(=O)NCC(=O)Nc2cccc(C)n2)c(C)n(C)c1C	-0.3	0.14
CCCN(CCC)C(=O)Cn1c(=O)n(CCCCC(=O)NCc2ccco2)c(=O)c2ccccc21	-0.6	1.37
Cc1noc(C)c1COC(=O)CCC(=O)c1ccc(F)cc1	-4.2	1.19
Cc1ccc(C)c(NC(=O)CN(C)C(=O)C2CCN(C(=O)Nc3ccccc3)CC2)c1	-2.4	-0.94
CC(=O)Oc1c(-c2ccco2)oc2ccccc2c1=O	2.1	-0.01

Arranged by the number under STK33 inh (highest first): 3 from the list above.
SMILES	STK33 inh	Kir21 inh
CCOC(=O)c1c(S(=O)(=O)NCC(=O)Nc2cccc(C)n2)c(C)n(C)c1C	-0.3	0.14
CCNC(=O)c1ccc(NC(=O)CC2SC(N3CCCC3)=NC2=O)cc1 (stereo not given)	-1.2	0.88
Cc1noc(C)c1COC(=O)CCC(=O)c1ccc(F)cc1	-4.2	1.19

Later entries
SMILES	STK33 inh	Kir21 inh
O=C(O)CC1(CC(=O)Nc2cccc(C(F)(F)F)c2)CCCC1	-4.1	0.74
O=C(NC1CCCC1)c1ccc(Cl)c(S(=O)(=O)N2CCOCC2)c1	0.2	0.01
COc1cc(-c2[nH]nc3c2C(c2ccco2)C(C#N)=C(N)O3)cc(OC)c1OC (stereo not given)	0.8	1.35
O=C(Nc1ccc2nn(-c3ccccc3)nc2c1)c1ccc(Br)o1	-2.5	0.04
COc1ccc(/C=N/c2c(-c3ccco3)nc3ccccn23)cc1OC	1.0	0
CSCCC1(C(=O)O)NC(c2ccccc2O)C2C(=O)N(C(C)C)C(=O)C21 (stereo not given)	-1.9	0.71
CSc1ccc(C(=O)C2CCCN(C(=O)c3cc4cc(F)ccc4[nH]3)C2)cc1 (stereo not given)	-1.7	-3.26
COC(=O)Cn1cnc2sc(C)c(S(=O)(=O)N3CCN(c4ccccc4OC)CC3)c2c1=O	-1.3	-1.36
C=CCN(CC=C)CCCOc1ccc(C)cc1OC	-1.6	1.62
NC(=O)/C(N=Nc1ccccc1)=N/Nc1ccccc1	0.6	-0.17
CCCCNC(=O)c1cc2cccc([N+](=O)[O-])c2[nH]1	-0.7	2.14
Cc1ccc(CNC(=O)CCNC(=O)N2CCn3c2nc2ccccc23)cc1	0.6	-0.02
Cc1ccc(Sc2ncnc3onc(C)c23)cc1	-1.0	0.09
Cc1cc(NS(=O)(=O)c2ccc(NC(=S)NC(=O)c3ccc(F)cc3Cl)cc2)no1	-2.6	-0.07
CC(C)(C)NC(=O)C(c1cccs1)N(C(=O)c1csnn1)c1ccccc1F (stereo not given)	0.7	-1.54
COc1ccccc1NC(=O)CSc1ncc(CO)n1Cc1ccc(F)cc1	-0.9	-3.01
CCCCn1c(N)c(N(CC)C(=O)c2cnc(C)cn2)c(=O)[nH]c1=O	-1.2	·
COc1ccc(C(C)=O)cc1CN1C(=O)NC(c2ccccc2)(c2ccccc2)C1=O	-0.4	-0.72
O=C1CC2(CCN(C(=O)c3cccc(Cl)c3)CC2)Oc2ccccc21	0.6	0.7
O=S(=O)(c1ccccc1)N1CCN(Cc2ccc(Cl)cc2)CC1	0.4	1.29
Cc1csc(NC(=O)CSc2ccc3nnc(-c4ccncc4)n3n2)n1	-2.0	-0.62
Cc1[nH]nc2c1C1(CCN(Cc3ccccc3)CC1)C(C#N)=C(N)O2	6.2	-1.26
Cc1ccc(N(C(=O)c2csnn2)C(C(=O)NC2CCCC2)c2ccncc2)c(C)c1 (stereo not given)	8.3	1.46
CCN(CC(=O)NC(C)(C)C)C(=O)c1ccccc1SCC(=O)NC1CCCCCCC1	7.7	1.64
O=C(NCc1ccc2c(c1)OCO2)c1ccccc1Cl	-0.1	-1.11
O=C(CSC(=S)N1CCCC1)Nc1cc2c(cc1Br)OCCO2	-0.8	1.13
O=C(NCc1ccccc1CN1CCCC1)c1ccc(Cl)c(N2CCCC2=O)c1	0.9	·
CCOc1ccc(S(=O)(=O)n2cnc(C)c2)cc1	-1.4	-2.37
CCN(CC(=O)NCc1cccs1)C(=O)c1ccc(OC)c(OC)c1	-0.7	-0.01
Cc1cccc(NC(=O)c2ccc(COc3ccccc3[N+](=O)[O-])o2)n1	0.0	-4.41
CCN(CC)S(=O)(=O)c1ccc(C(=O)Oc2coc(CSc3nc(C)cc(C)n3)cc2=O)cc1	-0.6	-3.59
Cc1ccc(N=Cc2c(O)n(-c3nccs3)c(=O)c3ccccc23)cc1	0.3	-0.07
NC(=NC(=O)c1ccc(OCC(F)(F)F)nc1)c1ccc(Cl)cc1	-0.9	0.09
Cc1ccc(S(=O)(=O)N2CCN(C(=O)CCC(=O)OCC(=O)Nc3cccc(C#N)c3)CC2)cc1	1.3	-2.24
Cc1c(NC(=O)C(C)N2C(=O)NC3(CCC(C)CC3)C2=O)c(=O)n(-c2ccccc2)n1C (stereo not given)	0.6	-0.15
COCc1cc(=O)oc2cc(NS(=O)(=O)c3ccc(C)cc3)ccc12	2.4	0.03
Cc1ccc(OCCCN2C(=O)C(=O)c3cc(C)ccc32)cc1	0.8	0.49
COc1cccc(NC(=O)Cc2nnc(SCCOc3ccccc3)n2C)c1	-1.0	-0.01
O=C(COc1ccccc1Br)Nc1ccccc1C(F)(F)F	-2.0	1.19
N#CCCn1cc(C(=O)Nc2ccccn2)c(-c2ccccc2)n1	-2.9	0.51
COCCNC(=S)N1CCN(C(c2ccccc2)c2ccccc2)CC1	6.1	0.74
CNC(=O)Nc1cc(C(F)(F)F)cc(C(F)(F)F)c1	1.5	-0.61
COc1ccccc1CCNC(=O)c1cc(COc2cccc(C(F)(F)F)c2)on1	-0.2	-0.01
Cc1cccc(C)c1NC(=S)N1CCCCCC1	-0.6	-0.98
Cc1[nH]c2ccc(C(=O)N3CCN(c4ccccc4Cl)CC3)cc2c1C	-0.8	0.24

Four compounds from above, ordered by length of the SMILES, smallest number first:
SMILES	STK33 inh	Kir21 inh
c1ccc(N2CC3CCc4ccccc4C3=N2)cc1 (stereo not given)	-1.2	-0.25
CCCCNC(=O)c1cc2cccc([N+](=O)[O-])c2[nH]1	-0.7	2.14
Cc1[nH]nc2c1C1(CCN(Cc3ccccc3)CC1)C(C#N)=C(N)O2	6.2	-1.26
COc1ccc(C(C)=O)cc1CN1C(=O)NC(c2ccccc2)(c2ccccc2)C1=O	-0.4	-0.72

Single entries from the list.
`CC1CCN(c2oc(-c3ccccc3F)nc2C#N)CC1` in Kir21 inh → 0.12
`CCCCC1CCC(c2nc(-c3cccnc3)no2)CC1` (stereo not given) in STK33 inh → 1.0
